High-throughput results as filed in PubChem.
CRFBP-R2 agonist: CRF-BP/CRF-R2 complex agonism; AID 588473; 0.46% of 350,000 active; activation, % at 13.2 µM; HEK293 CRF-R2/CRF-BP, calcium dye fluorescence (FLIPR); percent of saturating CRF peptide response;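 active means activation of at least 50%, plus an integration ratio under a set limit after plate pattern correction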;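 further: plate controls were neutral control wells without compound for no effect and CRF at EC100 for full effect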
M5 PAM: positive allosteric modulators of human muscarinic M5 receptor; P08912; CHO-K1 hM5, Fluo-8 calcium, ACh EC20 PAM; 0% = ACh EC20, 100% = ACh EC100; activation, % at 3 µM; 0.3% of 360,000 active; AID 624038;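 active means activation above the run cutoff, the mean activation of all test compounds plus 3 SD, cut at about 18% in these data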
Target sequence (P08912 whole entry, looked up): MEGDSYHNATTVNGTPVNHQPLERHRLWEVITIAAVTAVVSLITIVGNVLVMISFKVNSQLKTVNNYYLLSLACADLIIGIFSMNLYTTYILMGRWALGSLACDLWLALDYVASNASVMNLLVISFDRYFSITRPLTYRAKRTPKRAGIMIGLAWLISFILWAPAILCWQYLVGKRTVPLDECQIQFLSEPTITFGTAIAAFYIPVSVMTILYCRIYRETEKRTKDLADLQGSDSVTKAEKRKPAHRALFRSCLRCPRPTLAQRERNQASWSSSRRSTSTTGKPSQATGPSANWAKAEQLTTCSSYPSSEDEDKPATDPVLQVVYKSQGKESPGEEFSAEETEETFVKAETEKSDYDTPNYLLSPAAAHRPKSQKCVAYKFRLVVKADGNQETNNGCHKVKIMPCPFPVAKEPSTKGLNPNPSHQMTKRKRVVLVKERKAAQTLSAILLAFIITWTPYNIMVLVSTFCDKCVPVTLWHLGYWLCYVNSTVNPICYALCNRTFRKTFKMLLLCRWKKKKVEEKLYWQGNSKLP
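System: CHO-K1 hM5 cells. Reagent: acetylcholine, EC20 level. Compound dosing: single dose, 3 µM nominal final test concentration. Timing: Post-acetylcholine fluorescence recording 140 s. Detection: Fluo-8 calcium fluorescence. Read-out: % activation, ACh-normalized. Benchmarks: ACh EC20 and EC100 wells. Repeats: singlicate, one well per test compound.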
M4 ag: agonists of human muscarinic M4 receptor (CHRM4) | P08173 | AID 624127 | CHO-K1 hM4/Gqi5, Fluo-8 calcium fluorescence; vehicle 0%, full acetylcholine response 100% | 0.14% of 360,000 active | activation, % at 3 µM;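 active means activation above the run mean over all test wells plus 3 SD, cut at about 32% in these data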;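 further: peak over basal fluorescence ratio per well then scaled between controls; 0% = DMSO wells and 100% = acetylcholine at EC100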
Target sequence (P08173 whole entry, looked up): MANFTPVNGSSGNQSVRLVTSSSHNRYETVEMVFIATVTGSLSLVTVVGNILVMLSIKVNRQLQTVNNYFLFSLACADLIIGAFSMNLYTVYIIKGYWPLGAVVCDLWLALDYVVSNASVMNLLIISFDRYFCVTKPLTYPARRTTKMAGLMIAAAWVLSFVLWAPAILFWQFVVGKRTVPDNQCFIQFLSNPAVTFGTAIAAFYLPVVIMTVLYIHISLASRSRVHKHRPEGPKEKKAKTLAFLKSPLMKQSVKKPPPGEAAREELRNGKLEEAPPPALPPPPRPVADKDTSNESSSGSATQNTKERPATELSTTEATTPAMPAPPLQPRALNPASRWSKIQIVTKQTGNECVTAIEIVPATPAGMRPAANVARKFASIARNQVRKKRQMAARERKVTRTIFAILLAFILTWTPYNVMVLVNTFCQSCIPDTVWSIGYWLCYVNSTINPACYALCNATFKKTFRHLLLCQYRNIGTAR
CHRM5 antagonist: antagonists of human muscarinic M5 receptor (CHRM5); CHO-hM5 cells, Fluo-8 calcium fluorescence, ACh EC80; inhibition, % at 3 µM; 0.59% of 360,000 active;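 active means inhibition above a per-plate cutoff, the mean of that plate's test compounds plus 3 SD, cut at about 27% in these data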;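 further: 0% = acetylcholine EC80 with DMSO and 100% = DMSO without agonist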
CHRM1 PAM: positive allosteric modulators of human M1 muscarinic receptor; P11229; CHO-K1 hM1, Fluo-8 calcium fluorescence, ACh EC20; 0% = ACh EC20, 100% = maximal ACh; activation, % at 3 µM; 0.088% of 360,000 active; AID 588819; in the data active means activation above about 19%, passing the limit was not always enough
CRFR2-BP antag: CRF-BP/CRF-R2 complex antagonism; inhibition, % at 11.8 µM; 0.59% of 350,000 active; AID 588475; HEK293 CRF-R2/CRF-BP, CRF-induced calcium fluorescence;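 active means inhibition of the ligand-induced calcium signal above about 50% at the single tested concentration, limit read from the data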
CHRM4 antagonist: antagonists of human muscarinic M4 receptor (CHRM4) | inhibition, % at 3 µM | 0.73% of 360,000 active | AID 624125 | CHO-hM4 cells, ACh EC80, Fluo-8 calcium fluorescence | P08173;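 active means inhibition above its plate's cutoff, the mean inhibition of sample wells plus 3 SD, cut at about 27% in these data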;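 further: 0% = acetylcholine EC80 with DMSO and 100% = DMSO without agonist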
M4 PAM: positive allosteric modulators of human muscarinic M4 receptor; 0.4% of 360,000 active; activation, % at 3 µM; AID 624126; P08173; CHO-K1 hM4/Gqi5, Fluo-8 calcium fluorescence, ACh EC20; 0% = ACh EC20, 100% = maximal ACh;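 active means activation above its plate's cutoff, the mean activation of sample wells plus 3 SD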; further: some results filed as inactive read as strong as hits
CHRM5 agonist: CHRM5 agonism in calcium assay | P08912 | CHO-K1 hM5 cells, Fluo-8 calcium fluorescence; 0% DMSO wells, 100% maximal acetylcholine response | activation, % at 3 µM | 0.19% of 360,000 active;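 active means activation above the run's mean over test compounds plus 3 SD, cut at about 23% in these data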;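 further: signal is peak over basal fluorescence ratio across the kinetic read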
The depositor's hits bear a star; x = not tested or not shown.

smiles | M4 PAM | M4 ag | CHRM1 PAM | M5 PAM | CHRM4 antagonist | CHRM5 agonist | CRFR2-BP antag | CRFBP-R2 agonist | CHRM5 antagonist
CCOC(=O)C1=C(Cn2cnc3ccccc32)NC(=O)NC1c1cc(C)ccc1C (stereo unspecified) | -11 | 1 | -15 | -1 | 6 | 2 | -35 | 1.8 | 16
Cc1nc2ccccc2c(C)c1CC(=O)N(CC(C)C)c1c(N)n(Cc2ccccc2)c(=O)[nH]c1=O | -9 | 0 | -4 | 3 | 5 | 0 | 4 | 0.9 | 8
Nc1ccc(Oc2cccc(Oc3ccc(N)cc3)c2)cc1 | 17 | 8 | -1 | 8 | -1 | -2 | -15 | 0.8 | -17
CCCCC(=O)NC(=S)Nc1cc(C(=O)O)ccc1OC | -4 | 0 | 10 | -7 | 4 | -3 | 12 | -0.7 | 10
C[C@H](CO)N1C[C@H](C)[C@@H](CN(C)S(=O)(=O)c2cccs2)Oc2ccc(NC(=O)Nc3ccc(C(F)(F)F)cc3)cc2C1=O | 0 | 4 | -2 | -6 | -7 | 2 | 1 | 1.0 | 15
COc1ccc(N2C(=O)[C@H]3CCC=C[C@H]3[C@@H]2c2ccccc2Br)cc1 | -15 | -1 | -27 | -15 | 24 | -4 | -16 | 4.4 | 6
CCOC(=O)N1CCC(NC(=O)CS(=O)Cc2nc(-c3ccc(Cl)cc3)oc2C)CC1 (stereo unspecified) | 1 | 5 | 6 | -1 | -1 | -1 | 0 | 0.0 | 1
CN(C(=O)COC(=O)COc1ccc2ccccc2c1)c1c(N)n(Cc2ccccc2)c(=O)[nH]c1=O | 19 | 1 | 17 | 3 | -11 | -1 | 5 | 0.7 | 0
O=C(NCc1ccco1)C1(S(=O)(=O)c2ccccc2)CC=CC1 | -2 | 0 | -4 | 3 | 1 | -1 | -10 | 1.2 | 3
CCOC(=O)c1ccccc1NC(=O)c1ccccc1NS(C)(=O)=O | -3 | 0 | -3 | -3 | 4 | -4 | -5 | -0.9 | 5
O=[N+]([O-])c1ccccc1/C=N/n1c(C(F)(F)F)n[nH]c1=S | -6 | 0 | 1 | -2 | 6 | 1 | -4 | -0.8 | -2
Nc1ccccc1Oc1c(F)c(F)c(Oc2ccccc2N)c(F)c1F | -1 | -2 | 2 | -3 | -5 | -7 | 67* | -2.7 | -6
Cc1ccc(N=Nc2c(N)nn3c(N)c(C#N)c(C)nc23)cc1 | -1 | 0 | 0 | 5 | 1 | -6 | 1 | -0.1 | -5
CC(=O)C1CCC2C(CCC3=CC(=O)CCC32)C1 (stereo unspecified) | -1 | 1 | 4 | -5 | -3 | 0 | 8 | 3.5 | 7
O=C(Cc1cccs1)Nc1nc(-c2ccc(F)cc2F)cs1 | -11 | 15 | -24 | -20 | 16 | -2 | 0 | -1.1 | 17

An excerpt from above in order of the CHRM4 antagonist value, descending:
Molecule	M4 PAM	M4 ag	CHRM1 PAM	CHRM4 antagonist	CHRM5 agonist	CRFR2-BP antag	CRFBP-R2 agonist	CHRM5 antagonist
COc1ccc(N2C(=O)[C@H]3CCC=C[C@H]3[C@@H]2c2ccccc2Br)cc1	-15	-1	-27	24	-4	-16	4.4	6
Cc1nc2ccccc2c(C)c1CC(=O)N(CC(C)C)c1c(N)n(Cc2ccccc2)c(=O)[nH]c1=O	-9	0	-4	5	0	4	0.9	8
O=C(NCc1ccco1)C1(S(=O)(=O)c2ccccc2)CC=CC1	-2	0	-4	1	-1	-10	1.2	3
Nc1ccc(Oc2cccc(Oc3ccc(N)cc3)c2)cc1	17	8	-1	-1	-2	-15	0.8	-17
CC(=O)C1CCC2C(CCC3=CC(=O)CCC32)C1 (stereo unspecified)	-1	1	4	-3	0	8	3.5	7

Entries of single compounds as entered above. Order of values: M4 PAM | M4 ag | CHRM1 PAM | M5 PAM | CHRM4 antagonist | CHRM5 agonist | CRFR2-BP antag | CRFBP-R2 agonist | CHRM5 antagonist
`O=[N+]([O-])c1ccccc1/C=N/n1c(C(F)(F)F)n[nH]c1=S` is entered as -6 | 0 | 1 | -2 | 6 | 1 | -4 | -0.8 | -2
`Nc1ccccc1Oc1c(F)c(F)c(Oc2ccccc2N)c(F)c1F` is entered as -1 | -2 | 2 | -3 | -5 | -7 | 67* | -2.7 | -6

Other entries:
smiles | M4 PAM | M4 ag | CHRM1 PAM | M5 PAM | CHRM4 antagonist | CHRM5 agonist | CRFR2-BP antag | CRFBP-R2 agonist | CHRM5 antagonist
COc1ccccc1NS(=O)(=O)c1cc(NC(=O)c2ccncc2)ccc1N1CCOCC1 | -7 | 9 | -4 | -9 | 2 | -3 | 7 | -3.0 | 8
CC1(C)c2[nH]c3ccccc3c2C[C@@H]2C(=O)N(Cc3ccc(F)cc3)C(=O)N21 | -4 | 17 | -8 | -16 | 11 | 5 | -18 | -0.7 | 15
CC(C)CC(=O)Nc1ccc(OCC(=O)O)cc1 | -5 | 0 | 6 | 4 | -5 | 1 | 1 | -0.4 | -5
O=C(c1ccccc1)c1cccc(NC(=O)C2CC2)c1 | 5 | 2 | -1 | -1 | 0 | -7 | -19 | -0.7 | -2
C[C@H]1[C@@H](c2ccccc2)Oc2ccc(Cl)cc2S(=O)(=O)N1Cc1ccc(F)cc1F | -4 | -1 | 0 | -4 | -3 | 0 | -28 | 10 | 0
CCOC(=O)C1=C(CN2CCSCC2)NC(=O)NC1c1cccc([N+](=O)[O-])c1 (stereo unspecified) | 15 | 3 | 8 | -3 | -10 | 4 | -20 | -0.1 | 3
Cc1ccc(S(=O)(=O)N(C)CC(=O)OCc2nnc(-c3ccccc3)o2)cc1 | -1 | 3 | 6 | 6 | -3 | 0 | 11 | -0.1 | 1
O=C(CNC(=O)C12CC3CC(CC(C3)C1)C2)OCc1cc(=O)n2cc(Br)ccc2n1 | 0 | 1 | 2 | 9 | 4 | -5 | -10 | -1.2 | 6
COc1cccc(NC(=O)N2CCCC(C(=O)NC3CCCCC3C)C2)c1 (stereo unspecified) | 7 | 1 | 5 | 0 | -1 | -6 | -6 | -1.9 | 8
COc1cccc(/C=N/NC(=O)NC23CC4CC(CC(C4)C2)C3)c1O | 0 | 2 | 13 | 16 | 5 | 17 | -16 | 0.3 | -8
NC(CO)c1csc(NC(=O)Nc2ccccc2Cc2ccccc2)n1 (stereo unspecified) | 2 | 0 | 10 | 0 | -12 | -1 | x | x | 3
CC(=O)OC1CC(C)N(C(=O)c2ccccc2)c2ccc(C)cc21 (stereo unspecified) | 7 | -3 | 2 | 4 | 4 | -4 | 8 | -2.7 | 7
O=C(O)c1ccccc1NS(=O)(=O)c1ccc2ccccc2c1 | -1 | -1 | -1 | -1 | -11 | -2 | 3 | 0.5 | 10
O=C(Nc1ccccc1Br)C1CC(=O)N(c2ccc3c(c2)OCCO3)C1 (stereo unspecified) | 3 | 2 | 10 | 2 | 4 | 3 | 18 | -0.7 | 2
Cn1nc(CC#N)c2c(=N)n(N)cnc21 | 6 | 2 | 14 | 4 | 3 | 1 | -9 | -0.6 | 1
Cc1ccc(C(NC(=O)C2CCN(Cc3ccc(Oc4ccccc4)cc3)CC2)c2ccccn2)cc1 (stereo unspecified) | -10 | 9 | -6 | -14 | -7 | -2 | x | x | 7
O=C(CNc1cccc(F)c1)N1CCc2ccccc2C1 | -1 | 1 | 6 | -1 | -5 | -3 | -11 | -1.1 | 9
COc1cc(C(CC(=O)N2CCOCC2)c2c(OC)cc(OC)c3ccc(=O)oc23)cc(OC)c1OC (stereo unspecified) | 7 | 1 | 7 | 5 | 6 | 7 | 47 | 0.7 | 2
O=C(/C=C/c1ccco1)N1CCC(Cc2ccccc2)CC1 | 9 | 0 | 16 | 1 | 0 | -5 | 13 | -12 | 3
O=C(c1ccco1)N1N=C(c2ccc(Br)cc2)CC1c1ccco1 (stereo unspecified) | 0 | 1 | 1 | 1 | -3 | 0 | -2 | -0.3 | 1
Cc1ccccc1CSc1nnc(-c2ccccn2)n1N | 9 | 0 | 6 | -6 | 4 | -1 | 12 | 0.1 | 0
Nn1c(SCC(=O)N2CCOCC2)nnc1-c1ccco1 | 5 | 0 | 10 | -9 | 1 | -1 | 3 | -0.2 | 6
O=C(CSc1cc(Cl)ccc1Cl)NC1CCCC1 | -7 | 0 | 4 | 1 | 3 | -5 | 11 | -5.0 | 7
COc1ccc(C)cc1S(=O)(=O)Nc1cccc(-c2ccc(N3CCCCCC3)nn2)c1 | -8 | -1 | 0 | -6 | -3 | -5 | -7 | 2.6 | 14
Cc1nc2ccccc2c(=O)n1-c1ccc(NS(=O)(=O)c2cc(F)ccc2F)cc1 | 4 | 3 | 8 | -5 | 6 | -1 | -6 | -0.9 | 8
CCOc1cc(C(=O)N/N=C(\C)Cc2ccc(OC)cc2)cc(OCC)c1OCC | -2 | 0 | 14 | 8 | -6 | -6 | 17 | -2.3 | -5
Cc1noc(C)c1S(=O)(=O)Nc1ccc2c(c1)C(=O)N([C@@H](C)CO)C[C@@H](C)[C@@H](CN(C)CC1CCCCC1)OCCCC[C@@H](C)O2 | -2 | 1 | -2 | 2 | 2 | 0 | 6 | -0.4 | -6
CC(C)CCNC(=O)C(c1ccncc1)N(Cc1cccs1)C(=O)Cn1nnc(-c2ccc(F)cc2)n1 (stereo unspecified) | 2 | 1 | 9 | -3 | -11 | -9 | 6 | 6.4 | 3
Cc1c(C(=O)NCc2ccc(C#N)cc2)sc(=O)n1Cc1ccccn1 | 2 | 3 | 2 | -4 | -8 | 3 | x | x | -2
COc1ccc(CC(=O)N(Cc2ccccc2)C(C)C)cc1 | -7 | 0 | 11 | -3 | 5 | -2 | 15 | 0.1 | -3
O=C(Nc1cccc(Cl)c1)N(CCCN1CCOCC1)Cc1ccccc1F | -11 | 10 | 1 | -10 | 9 | 2 | -9 | -0.1 | 9
COc1ccc(-c2[nH]ncc2CN2CCC(OCc3cccnc3)CC2)c(F)c1 | -5 | 1 | 15 | -1 | 2 | -5 | -43 | 1.9 | -6
CC(=O)Nc1cccc(-c2nnc3n2CC(C)S3)c1 (stereo unspecified) | 13 | -1 | 4 | -5 | -16 | 0 | 1 | -0.8 | 3
O=C(O)C(CCC(C(=O)O)c1ccccc1)c1ccccc1 (stereo unspecified) | -5 | 0 | -2 | 0 | 13 | 1 | 16 | -2.8 | 16
CN(C)CC(=O)N1c2ccccc2CCc2ccc(NC(=O)c3ccc(N)cc3)cc21 | 6 | 1 | -1 | 4 | -6 | -13 | -11 | 2.8 | -4
